Source: PubChem BioAssay
GLP-1R agonist: agonists of human GLP-1 receptor. HEK293 GLP-1R CRE-luciferase, luminescence, 4-6 h; cells express a hypersensitive GLP-1R form. Potency, µM (titrated, usually from 45.6 µM), for inactives: top-dose activation, most hits filed as activators. hit rate 0.007% among 380,000. AID 624172; note: potency is the fitted concentration of half-maximal effect; % of control where 0% means no effect
Target sequence (P43220 whole entry, looked up): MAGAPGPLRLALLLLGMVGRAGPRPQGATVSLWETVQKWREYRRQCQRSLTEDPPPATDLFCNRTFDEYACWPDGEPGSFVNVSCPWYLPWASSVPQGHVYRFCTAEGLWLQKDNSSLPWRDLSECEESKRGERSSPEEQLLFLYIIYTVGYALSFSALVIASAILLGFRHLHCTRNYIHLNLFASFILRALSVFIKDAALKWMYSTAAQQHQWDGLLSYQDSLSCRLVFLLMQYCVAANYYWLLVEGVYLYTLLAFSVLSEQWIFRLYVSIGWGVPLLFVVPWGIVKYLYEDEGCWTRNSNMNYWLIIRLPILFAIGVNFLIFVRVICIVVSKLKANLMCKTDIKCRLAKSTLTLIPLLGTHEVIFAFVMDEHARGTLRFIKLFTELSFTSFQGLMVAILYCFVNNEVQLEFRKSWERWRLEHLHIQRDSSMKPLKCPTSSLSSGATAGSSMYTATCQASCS
PTHR1 agonist: agonists of human PTHR1 parathyroid hormone receptor; Q03431; HEK293 GP2 PTHR1 cells, GloSensor cAMP luminescence, 1 h; Potency, µM (highest dose often 115 µM), without a hit: top-dose activation, hits mostly activators; hit rate 0.075% among 410,000; note: potency is the fitted concentration of half-maximal effect; nearly all actives have a fitted effect of over 55% in size; some results filed as inactive show a strong effect at the top dose; inactives centre near -15; many of its hits are not listed in these tables
Target sequence (Q03431 whole entry, looked up): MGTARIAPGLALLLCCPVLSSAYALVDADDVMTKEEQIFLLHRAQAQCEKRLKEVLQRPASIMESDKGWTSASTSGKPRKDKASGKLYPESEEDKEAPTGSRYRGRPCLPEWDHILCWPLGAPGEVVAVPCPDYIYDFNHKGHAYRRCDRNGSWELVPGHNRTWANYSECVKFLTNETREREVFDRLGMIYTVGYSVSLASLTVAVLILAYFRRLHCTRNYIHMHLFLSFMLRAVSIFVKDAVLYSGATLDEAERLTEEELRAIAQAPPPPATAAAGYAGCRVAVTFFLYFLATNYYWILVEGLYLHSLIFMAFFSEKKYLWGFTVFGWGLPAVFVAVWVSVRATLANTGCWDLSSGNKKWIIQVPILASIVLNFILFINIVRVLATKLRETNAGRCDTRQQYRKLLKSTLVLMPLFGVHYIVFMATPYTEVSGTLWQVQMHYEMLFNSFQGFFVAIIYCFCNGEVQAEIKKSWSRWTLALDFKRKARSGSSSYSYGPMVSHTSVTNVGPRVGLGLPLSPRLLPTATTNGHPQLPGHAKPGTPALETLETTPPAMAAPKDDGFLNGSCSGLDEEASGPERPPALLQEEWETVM
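HEK-293-derived GP2 cells expressing PTHR1 and a GloSensor cAMP reporter, 3,000/well, plated overnight, given luciferin plus IBMX (each 0.5 mM as added) for 1 h at 37 °C, then compound for 1 h at 37 °C. Luminescence was read after 15 min at room temperature.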
aSyn yeast inh: rescues yeast growth from alpha-synuclein toxicity; Yeast expressing alpha-synuclein, growth rescue, BacTiter-Glo, 24 h; Potency, µM (top dose mostly 46.1 µM), inactives show at the highest dose growth rescue (activation), usual class: activators; hit rate 0.14% among 370,000; AID 652106; note: potency is the fitted concentration of half-maximal effect; % of control where 0% means no effect; nearly all actives have a fitted effect of over 65% in size
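Rescue of yeast growth: cells expressing toxic alpha-synuclein, induced in galactose at OD600 0.02, incubated with compound 24 h at 30 C. ATP luminescence quantified growth; inhibitors of toxicity appear as activators.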
GLP1R cytotox: cytotoxicity counter-screen for GLP-1 receptor inverse agonists; Potency, µM (top dose mostly 38.3 µM), inactives show at the top dose activity change, negative = inhibition, usual class: inhibitors; HEK293 cAMP-luciferase reporter cells, luminescence, 24 h; hit rate 0.13% among 410,000;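 note: loss of luciferase light is scored as toxicity; potency is the fitted concentration of half-maximal effect; % is set by controls: 0 for no effect and ±100 for the full control effect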
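1536-well qHTS counterscreen of the MLSMR; 200 cells/uL, 12 h pre-incubation, 23 nL cpd, 24 h at 37 deg C 5% CO2, luciferase detection reagent, 12 min RT, luminescence. Inhibition = undesired.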
DRD3 agonist: agonists of human D3 dopamine receptor | AID 652048 | hit rate 0.58% among 410,000 | max activation, % | D3R DiscoveRx beta-arrestin cells, luminescence, 90 min; in the data active = max activation above about 30%; note: 0% is about no effect; mostly tested at two doses, the higher about 12 µM
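Agonist mode: compounds and dopamine controls were applied to plated cells for 90 min at 37 degrees C after an overnight attachment at 1500 cells/well. Luminescent read-out followed 30 - 60 minutes at room temperature with DiscoveRx detection reagent.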
TDP43 rescue: inhibitors of TDP-43 toxicity in yeast | hit rate 1.8% among 410,000 | TDP-43 expressing yeast growth rescue, BacTiter-Glo, 24 h | Potency, µM (highest dose often 46.1 µM), without a hit: top-dose growth rescue (activation), actives largely listed as activators; note: potency is the fitted concentration of half-maximal effect; % of control where 0% means no effect; nearly all actives have a fitted effect of over 50% in size
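Readout is BacTiter-Glo luminescence of cell growth, so inhibitors register as activators. TDP-43-expressing yeast at OD600=0.02 in galactose medium, after raffinose pregrowth to mid-log, were incubated with compound for 24 hr at 30 deg C.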
DRD3 antagonist: antagonists of human D3 dopamine receptor | hit rate 2.5% among 360,000 | P35462 | max response, negative = inhibition, % | D3R cells, DiscoveRx beta-arrestin luminescence, antagonist mode; stronger effect = lower value; in the data active = max response below about -50%; inconclusive = no clear call, values can overlap the other calls; note: % is set by controls: 0 for no effect and ±100 for the full control effect; mostly tested at two doses, the higher about 12 µM
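Cells plated overnight at 1500 cells/well, then exposed to library compounds with dopamine controls for 90 minutes at 37 degrees C. DiscoveRx reagent added for 30–60 minutes at room temperature; luminescence read, quantitative HTS format.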
GLP-1R inv ag: inverse agonists of human GLP-1 receptor | P43220 | HEK293 GLP-1R CRE-luciferase, luminescence, 24 h; GLP-1R form is constitutively active | Potency, µM (series often up to 38.3 µM), for inactives: top-dose activity change, negative = inhibition, most hits filed as inhibitors | hit rate 1.6% among 410,000 | AID 624417; note: potency is the fitted concentration of half-maximal effect; % is set by controls: 0 for no effect and ±100 for the full control effect; nearly all actives have a fitted effect of over 55% in size
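HEK293 cells stably co-expressing constitutively active GLP-1R and a cAMP-responsive luciferase reporter were seeded in DMEM with 10% Nu serum, given compounds after 12 h, and incubated 24 h at 37 deg C. Luminescence was then read.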
KB-V1 cytotox: KB-V1 MDR subline cytotoxicity; KB-V1 MDR cells viability, CellTiter-Glo, 72 h; Potency, µM (highest dose often 46.1 µM), for inactives: at the top dose activity change, negative = cytotoxicity, actives largely listed as cytotoxic; hit rate 3.4% among 400,000; note: potency is the fitted concentration of half-maximal effect; % is set by controls: 0 for no effect and ±100 for the full control effect; nearly all actives have a fitted effect of over 60% in size
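KB-V1 MDR subline cells in DMEM (phenol-red free, 10% FBS) exposed to compounds in qHTS concentration series for 72 h at 37 degrees C. Viability read by CellTiter-Glo luminescence; concentration-effect curves fitted after normalization and correction.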
An asterisk follows results filed as active; i = inactive; ? = inconclusive; . = not tested or not shown; [ ] = dose if it differs, or a comment. Unless noted, calls come from the whole dose curve; as a rule, active = well fitted curve in the direction sought with a large enough effect; inconclusive = small, poorly fitted or top-dose-only effect, or another doubt; inactive = no such curve, though single readings can be large; an effect the other way counts as inactive or inconclusive. Not all compounds are listed (hit frequency here may not be typical).

SMILES	GLP-1R agonist	PTHR1 agonist	aSyn yeast inh	GLP1R cytotox	DRD3 agonist	TDP43 rescue	DRD3 antagonist	GLP-1R inv ag	KB-V1 cytotox
O=C(O)CCN1CCN(S(=O)(=O)c2ccc3ccccc3c2)CC1	3%	-9%	-1%	-1%	7	15%	1	13%	0%
Cc1ccc(C)n1-c1cccc(S(=O)(=O)N2CCOCC2)c1	0%	-2%	3%	9%	5	-12%	2	34%	6%
CCc1ccc(OCCCC(=O)Nc2cccc(C(=O)O)c2)cc1	0%	i	7%	-2%	6	-24%	-1	31%	0%
COc1cccc(/C(O)=C2/C(=O)C(=O)N(CCN(C)C)C2c2ccc(Br)cc2)c1 (stereo not drawn)	-9%	-8%[57.5 µM]	2%	-5%	0	-10%	0	2%	5%
COc1ccccc1/C=N/NC(=O)CCSc1ccccc1	2%	i	5%	11%	1	12%	15	16%	16%
CCCc1cnc2c(c1SCc1cccc(F)c1)c(=O)n(C)c(=O)n2C	.	-13%	.	1%	-5	4%	.	9%	-8%
CNC(=O)C1CCCN1S(=O)(=O)c1ccc(OC)cc1 (stereo not drawn)	-10%	i	-1%	3%	7	11%	?	-1%	?
CC(C)C(=O)Nc1ccc(C(=O)CSc2nnc(C3CC3)n2C2CC2)cc1	2%	i	-6%	-8%	2	2%	-11	0%	4%
CCCNC(=O)c1ccccc1NC(=O)c1ccccc1N(C)S(=O)(=O)c1ccccc1	-6%	i	19%	1%	-7	5%	-16	-15%	9.2µM*
COc1cc(NC(=O)Cn2cnc(S(=O)(=O)N3CCc4ccccc43)c2)cc(OC)c1OC	9%	-14%	-3%	5%	-2	4%	-1	0%	3%
CC(C)CCNC(=O)CN1C(=O)COc2ccc(S(=O)(=O)N3CCOCC3)cc21	0%	i	.	0%	-12	-6%	.	-23%	-7%
CCOC(=O)C1CCN(S(=O)(=O)c2ccc(CC)cc2)CC1	10%	-13%	4%	-2%	-12	?	4	5%	-15%
COc1ccc(CNC(=O)/C=C/C(=O)O)cc1OC	-2%	-25%	0%	-2%	1	18%	-2	23%	23%
Cc1nc2ccc(C(=O)N/N=C/c3ccccc3O)cc2[nH]1	11%	i	-6%	29%	7	4%	1	-28%	-11%
CCn1c(SCC(=O)NNC(=S)Nc2ccc(C)cc2)nnc1-c1ccc(Cl)cc1	-30%	-2%	-1%	-1%	-13	24%	-19	19%	-1%
NS(=O)(=O)c1cc(C(=O)OCC(=O)c2ccccc2)c(Cl)cc1Cl	5%	i	0%	-1%[7.66 µM]	1	12%[9.22 µM]	8	5%[7.66 µM]	27%
Cc1ccc(NCc2ccccc2-c2nnc(-c3ccccc3Cl)o2)cc1Cl	.	i	.	4%	-5	1%	.	3%	28%
CN1CCN(CC(C)(C)NS(=O)(=O)c2ccc(Cl)cc2)CC1	-3%	i	-1%	-7%	-16	-14%	?	?	-18%
O=C(NCCCN=C1NS(=O)(=O)c2ccccc21)c1ccc(Cl)cc1	4%	-60%[inhibitor]	5%	-6%	-16	4%	-11	0%	3%
Cc1csc(SCC(=O)Nc2ccc(C)c(F)c2)n1	-3%	-19%	9%	-3%	1	19%	9	-8%	20%
COc1ccccc1OCCCOc1ccc(/C=C2\SC(=O)NC2=O)cc1OC	1%	-42%[inhibitor]	9%	-9%	3	4%	14	11%	3%
COc1ccc(C2CC(=O)c3cc(-c4nc(-c5cccc(Cl)c5)cs4)c(=O)[nH]c3C2)cc1OC (stereo not drawn)	.	19%	.	45%[activator]	-13	12%	.	0%	19%
O=C(CN1CCN(C(=O)N2CCOCC2)CC1)Nc1ccc(Br)cc1	-4%	i	-6%	-1%	-1	19%	16	-14%	8%
CN(C)CCCN(C(=O)COc1ccccc1)c1nc2ccc(F)cc2s1	-5%	-40%[inhibitor]	5%	-35%	-10	14%	-6	?	-9%
COc1ccc(/C=C/C(=O)c2ccc(OC)cc2OC)c(OC)c1	17%	-68%[inhibitor]	2%	1%	35*	28%	-3	-23%	?
Cc1ccc(CN(C(=O)COc2cccc([N+](=O)[O-])c2)c2ccccn2)o1	.	i	.	0%	4	23%	.	?	-19%
O=C(Nc1ccc(F)cc1)Nc1cccnc1Cl	30%	i	-32%[inhibitor]	-3%	-9	-2%	50	6%	?
C=CCc1c(C)[nH]c2c(OC)cccc2c1=S	25%	-28%	-1%	?	-1	-24%	-27	27%	-14%
CCO[C@H]1OC(C(=O)O)=C[C@@H](c2csc3ccccc23)[C@@H]1CCCO	-3%	12%	1%	6%	-10	-13%	-29	4%	-19%
CC(=O)Nc1ccc(NC(=O)CCN2C(=O)C3CC=CCC3C2=O)cc1 (stereo not drawn)	-3%	-28%	-8%	2%	-3	-9%	-19	17%	?
C=CCNC(=O)C(=O)NCCOc1ccccc1Cl	-3%	-2%	0%	-16%	15	?	0	-22%	0%
COc1ccccc1NC(=O)C1=C(C)Nc2nc(-c3ccccc3)nn2C1c1ccccn1 (stereo not drawn)	4%	19%[57.5 µM]	4%	1%	-1	0%	11	0%	-25%
COc1ccc(NC(=O)c2cc([N+](=O)[O-])ccc2NC(=O)CNCc2ccccn2)c(OC)c1	-2%	i	14%	23%	11	8%	-13	-14%	?
CCC1(C)Cc2ccccc2-c2nc3n(c(=O)c21)CCCCC3 (stereo not drawn)	19%	-9%[57.5 µM]	-4%	-2%	-1	-9%	-29	?	-21%
COC(=O)c1ccc(-n2c(C)cc(C(=O)COC(=O)CNS(=O)(=O)c3ccc(C)cc3)c2C)cc1	4%	i	-5%	1%	-6	22%	21	19%	20%
CC(SCc1ccccc1)C(=O)N/N=C/c1cc2c(cc1Br)OCO2 (stereo not drawn)	1%	-14%	8%	76%[activator]	6	?	-11	10µM*	-8%
COCc1ccc(CN2CCC(C(=O)Nc3cccc(-c4cccc(Cl)c4)c3)CC2)o1	-1%	-81%[inhibitor]	-7%	?	-9	-26%	-21	?	?
CN=C1S/C(=C\c2cccc(Cl)c2Cl)C(=O)N1C	11%	-14%	11%	-13%	0	13µM*	-5	-15%	-40%
C[C@H](CO)N1C[C@H](C)[C@@H](CN(C)C(=O)C2CCCCC2)OCc2cnnn2CCCC1=O	4%	-4%	-4%	6%	-6	12%	-18	-3%	0%
O=C(CNS(=O)(=O)c1cccs1)NCc1ccc(F)cc1	9%	i	11%	3%	7	-6%	5	6%	27%

Two compounds picked at random from those above:
SMILES	GLP-1R agonist	PTHR1 agonist	aSyn yeast inh	GLP1R cytotox	DRD3 agonist	TDP43 rescue	DRD3 antagonist	GLP-1R inv ag	KB-V1 cytotox
CCn1c(SCC(=O)NNC(=S)Nc2ccc(C)cc2)nnc1-c1ccc(Cl)cc1	-30%	-2%	-1%	-1%	-13	24%	-19	19%	-1%
COC(=O)c1ccc(-n2c(C)cc(C(=O)COC(=O)CNS(=O)(=O)c3ccc(C)cc3)c2C)cc1	4%	i	-5%	1%	-6	22%	21	19%	20%

The list continues.
SMILES	GLP-1R agonist	PTHR1 agonist	aSyn yeast inh	GLP1R cytotox	DRD3 agonist	TDP43 rescue	DRD3 antagonist	GLP-1R inv ag	KB-V1 cytotox
Nc1c(C(=O)c2ccc(F)cc2)sc(Nc2ccccc2F)c1S(=O)(=O)c1ccc(Br)cc1	.	-22%	.	-3%	-10	15%	.	-13%	.
Cc1ccc(CN2[C@@H](CC(C)C)COCCS2(=O)=O)cc1	2%	-44%[inhibitor]	-3%	10%	17	7%	-3	-27%	-3%
CCOCCCNC(=O)c1ccc(C2SCC(=O)N2Cc2ccccc2)cc1 (stereo not drawn)	3%	-23%	6%	-4%	-1	-1%	19	0%	5.8µM*
COc1ccc(NS(=O)(=O)c2cccc(-c3n[nH]c(=S)n3Cc3ccccc3)c2)cc1	-14%	-40%[inhibitor]	4%	7%[0.307 µM]	4	11%	3	-7%[0.307 µM]	7%
Cc1ccc(NC(=O)c2cc(=O)[nH]c3ccc(S(=O)(=O)N4CCOCC4)cc23)cc1	2%	i	-2%	-22%	-1	1%	13	-5%	0%
C/C=C/c1ccc(OCCCCN2CCN(CC)CC2)c(OC)c1	6%	i	-5%	8%	-12	-9%	-30	?	-22%
CC1CCc2c(nc3nc[nH]n3c2=O)C1 (stereo not drawn)	0%	i	-3%	26%	3	-3%	-53*	2%	12%
CN(C)C(CNC(=O)c1cccc(S(=O)(=O)NCc2ccccc2)c1)c1ccco1 (stereo not drawn)	8%	i	1%	-2%	-19	-10%	-20	?	-2%
CC(CCCN(C)C)C(Cc1ccccc1)c1ccccc1 (stereo not drawn)	4%	i	9%	-8%	-9	0%	-69*	11µM*	-25%
CC1=C(C(=O)N2CCOCC2)C(c2cccs2)NC(=O)N1 (stereo not drawn)	-13%	i	-3%	0%	0	-5%	-1	3%	16%
O=c1[nH]c2cc3c(cc2cc1CN(Cc1ccco1)C(=S)NCCCN1CCOCC1)OCCO3	24%	i	0%	-14%	-19	-7%	?	53%[activator]	7%
CNC(=S)NNC(=O)c1sccc1OCc1cccc(C(F)(F)F)c1	-13%	i	-5%	16%	-3	11%	33	0%	1%
Cc1cccc(NC(=O)CSc2nc3n[nH]c(C)c3c(=N)n2-c2cccc(Cl)c2)c1	.	i	.	-10%	5	16%	.	11%	.
Cc1nn(CC(O)Cn2c3c(c4ccccc42)CCN(C)C3=O)c(C)c1Br (stereo not drawn)	3%	-13%	12%	-28%	4	?	25	?	-22%
Cc1ccc(NC(=O)CN(C)C(=O)/C=C/c2cccs2)cc1	1%	i	0%	-17%	-7	15%	0	-2%	-5%

Only GLP1R cytotox and TDP43 rescue, for some of the entries so far:
compound | GLP1R cytotox | TDP43 rescue
Cc1ccc(NC(=O)c2cc(=O)[nH]c3ccc(S(=O)(=O)N4CCOCC4)cc23)cc1 | -22% | 1%
Cc1ccc(NC(=O)CN(C)C(=O)/C=C/c2cccs2)cc1 | -17% | 15%
CC(CCCN(C)C)C(Cc1ccccc1)c1ccccc1 (stereo not drawn) | -8% | 0%
